TIM10 inh: inhibits growth of TIM10 yeast strain. S. cerevisiae TIM10 strain growth, BacTiter-Glo luminescence, 24 h. inhibition, % at 10 µM. hit rate 1.4% among 330,000. AID 463195;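 active = inhibition of 40% or more at the single tested concentration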;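 also: wild-type TIM10 isogenic control strain grown at permissive 25 °C; 0% = DMSO yeast wells and 100% = minimal medium wells without yeast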
Apaf-1 inh: human Apaf-1 inhibition; O14727; reconstituted apoptosome caspase-3 activity, DEVD-Rh110 fluorescence; inhibition, % at 20 µM; hit rate 0.71% among 330,000; AID 489030; active = inhibition of at least 40% at 20 µM;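 also: plate controls were DMSO wells for no effect and DEVD-CHO caspase inhibitor wells for full effect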
Target sequence (O14727 whole entry, looked up): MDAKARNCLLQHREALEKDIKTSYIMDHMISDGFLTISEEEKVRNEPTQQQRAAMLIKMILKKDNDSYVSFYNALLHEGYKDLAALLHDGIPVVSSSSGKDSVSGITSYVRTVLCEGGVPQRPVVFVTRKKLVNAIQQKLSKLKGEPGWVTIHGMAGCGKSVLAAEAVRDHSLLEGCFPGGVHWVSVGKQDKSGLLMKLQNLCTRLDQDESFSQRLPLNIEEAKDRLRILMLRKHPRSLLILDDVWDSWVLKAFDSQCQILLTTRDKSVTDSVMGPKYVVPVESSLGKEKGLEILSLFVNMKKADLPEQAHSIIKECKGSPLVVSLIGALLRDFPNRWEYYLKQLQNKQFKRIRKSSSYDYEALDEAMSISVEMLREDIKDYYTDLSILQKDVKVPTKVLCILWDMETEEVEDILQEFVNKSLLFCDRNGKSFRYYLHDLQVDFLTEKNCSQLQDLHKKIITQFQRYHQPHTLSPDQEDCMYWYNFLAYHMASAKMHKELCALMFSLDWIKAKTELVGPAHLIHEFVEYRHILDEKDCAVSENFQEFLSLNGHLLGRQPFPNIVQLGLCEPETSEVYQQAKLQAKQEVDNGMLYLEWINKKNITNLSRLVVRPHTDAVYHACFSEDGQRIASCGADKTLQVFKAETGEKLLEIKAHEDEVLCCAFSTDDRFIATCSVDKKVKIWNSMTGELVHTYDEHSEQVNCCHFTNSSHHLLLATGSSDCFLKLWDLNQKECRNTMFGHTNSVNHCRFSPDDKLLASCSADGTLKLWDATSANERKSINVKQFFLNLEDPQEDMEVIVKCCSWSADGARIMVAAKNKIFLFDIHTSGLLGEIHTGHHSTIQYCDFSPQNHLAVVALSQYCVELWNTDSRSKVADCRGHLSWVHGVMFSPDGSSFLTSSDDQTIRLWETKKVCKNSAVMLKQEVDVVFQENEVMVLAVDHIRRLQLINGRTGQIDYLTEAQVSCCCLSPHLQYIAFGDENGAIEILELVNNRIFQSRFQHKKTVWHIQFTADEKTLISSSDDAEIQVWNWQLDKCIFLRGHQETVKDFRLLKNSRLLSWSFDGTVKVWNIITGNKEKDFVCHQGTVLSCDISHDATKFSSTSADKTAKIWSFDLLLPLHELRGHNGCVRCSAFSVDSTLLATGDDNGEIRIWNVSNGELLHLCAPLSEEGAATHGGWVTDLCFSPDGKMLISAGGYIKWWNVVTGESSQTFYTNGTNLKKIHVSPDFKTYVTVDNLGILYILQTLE
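Material: reconstituted apoptosome with Apaf-1, cytochrome c, caspase-9, procaspase-3, dATP; medium: pH 7.5 Hepes buffer with CHAPS, BSA, DTT; also added: cytochrome c and DEVD-Rh110 substrate; timing: 30 min plus 50 min, RT; signal: Rh110 fluorescence intensity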
ATG4B inh: ATG4B (human) cysteine protease inhibition; ATG4B cleavage of LC3-PLA2, NBD-HPC fluorescence, 1 h; inhibition, % at 8.33 µM; hit rate 0.51% among 340,000; in the data active = inhibition above about 40%
mIAP act: mouse IAP activation | activation factor at 10 µM | hit rate 0.24% among 330,000 | muIAP, CDP-Star luminescence, 30 min; stronger effect = higher value; 1 = vehicle-only enzyme signal, 0 = enzyme-free wells;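 active = activation factor of at least 2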; also: the source names both 10 and 20 µM as test concentration; values of inactives mirror those of a sister screen read the other way
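Assay system: mouse IAP enzyme; reagent: chemiluminescent substrate CDP-Star; dosing: test compounds delivered from DMSO solution; schedule: 30 min at room temperature; measured by: luminescence from enzymatic CDP-Star hydrolysis; controls: DMSO-only wells and no-enzyme negative control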
mIAP block: blocks mouse intestinal alkaline phosphatase. inhibition, % at 10 µM. hit rate 0.2% among 330,000. purified mouse IAP, CDP-Star luminescence, 30 min;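 active = inhibition of at least 40% at 10 µM in the primary screen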;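 also: plate controls were DMSO with enzyme for no effect and no enzyme wells for full effect; values of inactives mirror those of a sister screen read the other way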
tim10-1 inh: inhibits growth of tim10-1 mutant yeast. S. cerevisiae tim10-1 ts strain growth, BacTiter-Glo, 24 h. inhibition, % at 20 µM. hit rate 2.2% among 330,000. AID 463190;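 active = inhibition of at least 40%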;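 also: mutant grown at 25 °C; 0% = DMSO wells with yeast and 100% = wells holding no yeast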
hIAP act: increases human intestinal alkaline phosphatase activity; P09923; purified human IAP, CDP-Star luminescence, 30 min; stronger effect = higher value; 1 = vehicle-only enzyme, 0 = enzyme-free background; activation factor at 10 µM; hit rate 0.16% among 330,000; AID 2524;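 active = activation factor of the enzyme at least 2-fold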; also: the source names both 10 and 20 µM as test concentration; values of inactives mirror those of a sister screen read the other way
NALP3 yeast inh: NALP3 inhibition in yeast; hit rate 0.39% among 330,000; Yeast reconstituted NLRP3/ASC/caspase-1, beta-gal luminescence, 24 h; inhibition, % at 10 µM; AID 2825;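 active = inhibition of 50% or more; inactive = inhibition below 50%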;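 also: plate controls were induced DMSO wells for no effect and uninduced yeast grown without galactose for full effect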
hIAP inh: blocks human intestinal alkaline phosphatase; AID 2544; P09923; inhibition, % at 10 µM; purified IAP, CDP-Star luminescence, 30 min; hit rate 0.12% among 330,000;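 active = inhibition reaching a set limit with compound at 10 µM in the primary screen, cut at about 35% in these data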;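 also: plate controls were DMSO wells with enzyme for no effect and no-enzyme buffer wells for full effect; values of inactives mirror those of a sister screen read the other way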
* = called active by the depositor; / = not tested or not shown.

SMILES	TIM10 inh	Apaf-1 inh	ATG4B inh	mIAP act	mIAP block	tim10-1 inh	hIAP act	NALP3 yeast inh	hIAP inh
CCCCCCn1cnc2c(c1=O)c1nc3ccccc3nc1n2Cc1cccs1	-2	15	-5	0.94	6	-2	1	4	-2
Nc1nc(SCC(=O)Nc2ccc(C(F)(F)F)cc2)[nH]c(=O)c1NC(=O)c1ccc(F)c(F)c1	-13	-16	5	0.91	9	-7	1.2	19	-21
O=C(CNc1ccc(Br)cc1)Nc1ccc(S(=O)(=O)N2CCCC2)cc1	13	6	-25	1.2	-17	24	0.98	3	2
O=C(NCCCn1ccnc1)c1ccc(S(=O)(=O)Nc2ccccc2)cc1	8	1	-12	1	-4	-12	0.89	16	11
CCOC(=O)C1CCCN(S(=O)(=O)c2c(C)noc2C)C1 (centres undefined)	12	0	-6	1	0	6	1.1	13	-14
O=C(NCC1COc2ccccc2O1)C1CCC(CNc2c(N3CCCCC3)c(=O)c2=O)CC1 (centres undefined)	-1	7	-16	1.2	-18	-16	0.89	16	11
COc1ccc(C2CC(c3ccccc3C)n3nc(N)nc3N2)cc1 (centres undefined)	-1	-2	1	0.92	8	1	0.92	20	8
CC1CCN(S(=O)(=O)c2ccc(C(=O)Nc3sccc3C(N)=O)cc2)CC1	0	8	1	0.98	2	25	0.82	12	18
COc1ccc(N(C(=O)CNC(=O)c2cccs2)C(C(=O)NCC2CCCO2)c2ccccc2)c(OC)c1 (centres undefined)	-7	10	4	1.2	-19	7	1.1	15	-11
COc1ccccc1CNC(=O)CN(c1ccc(C)cc1)S(=O)(=O)c1c(C)n[nH]c1C	-1	4	4	0.96	4	14	1.3	19	-29
COc1ccccc1CC(=O)N1CCCc2ccccc21	17	11	9	0.98	2	22	1.1	39	-11
Cc1ccccc1N1C(=O)c2ccccc2C1Nc1cccnc1 (centres undefined)	-3	2	-5	0.95	5	12	1	3	-4
CCN(CC)S(=O)(=O)c1ccc(C)c(NC(=O)CSc2nnnn2C)c1	9	-4	-12	1	-3	1	1.1	18	-14
O=C1CCC(=O)N1CNc1cccnc1	-2	-6	-2	1.1	-5	2	1	7	-4
O=C(Nc1cccnc1Cl)c1cccc(F)c1	5	-8	/	1.1	-7	20	1.1	-14	-10
C=CCn1c(SCC(=O)Nc2ccc(NC(C)=O)cc2)nc2sc(C)c(C)c2c1=O	3	-3	-1	1.1	-11	16	0.94	10	6
CC(C)(C)S(=O)(=O)c1nc2ccccc2s1	-7	3	-2	0.93	7	-4	1	27	-3
CN(C)c1ccc(N=Nc2cccc(F)c2)cc1	-3	10	2	0.88	12	27	0.95	52*	5
CCn1cc(CN2CCCC(CO)(Cc3ccc(F)cc3)C2)c2ccccc21 (centres undefined)	12	11	11	0.88	12	8	1.1	16	-13
CC(C)[C@H](NC(=O)c1ccccc1Cl)C(=O)OCc1cc(=O)n2cc(Br)ccc2n1	-4	2	-15	1	0	8	1.1	3	-12
COc1ccc(NC(=O)N(C)C[C@H]2Oc3c(NC(=O)Cc4ccccc4)cccc3C(=O)N([C@H](C)CO)C[C@@H]2C)cc1	5	8	-6	1.1	-11	1	0.87	16	13
COc1ccc(/C(C)=N\Nc2nc(-c3ccccc3)cc(=O)[nH]2)cc1	18	9	0	1.1	-5	5	1.2	8	-18
Cc1cc(C(=O)CSc2nnc(-c3ccco3)o2)c(C)n1-c1ccc2c(c1)OCCO2	10	5	4	0.83	17	29	0.98	17	2
CCCC(=O)Nc1ccc(S(=O)(=O)Nc2cc(C)nc(C)n2)cc1	6	1	-8	1	-2	8	1.1	-17	-14
CC(C)n1nnnc1SCC(=O)Nc1ccccc1N1CCOCC1	13	-8	2	0.94	6	9	0.88	0	12
CCN(c1ccccc1)S(=O)(=O)c1ccc(C(=O)Nc2cccc(NC(C)=O)c2)cc1	5	7	-40	0.96	4	-5	0.91	12	9
N#Cc1c(N)nc2c(c1-c1cccnc1)CCCCC2	12	-1	-4	0.86	14	21	1.1	7	-7
O=C(N/N=C/c1cccnc1)c1cc(C2CC2)nc2ccccc12	-1	0	-4	1.1	-12	10	0.98	5	2
CN(C)S(=O)(=O)c1cccc(C(=O)Nc2cccnc2)c1	-5	-4	5	0.96	4	-6	0.87	6	13
COc1ccc2nc(NC(=O)c3ccccc3O)sc2c1	-6	19	1	0.99	1	16	0.95	24	5
O=c1c2ccccc2sn1-c1ccc(S(=O)(=O)N2CCCCC2)cc1	22	-13	-11	0.99	0	19	1.1	18	-8
Cc1ccc(NC(=O)CCC(=O)OCC(=O)c2ccc(Oc3ccc([N+](=O)[O-])cc3)cc2)cc1C	-9	12	-12	1	0	6	0.97	19	2
CC[C@]12c3[nH]c4ccccc4c3CCN1C(=O)C(CC(=O)NCCc1ccccn1)C[C@@H]2C(=O)N1CCN(C(=O)c2ccco2)CC1 (some centres undefined)	0	9	/	1.1	-11	22	1.4	-3	-44
CSc1ccc(CN(C)C(=O)c2cc(=O)[nH]c3ccccc23)cc1	5	7	0	0.9	10	6	0.78	17	22
CC(=O)C1=C(C)N2CCN=C2S1	21	-11	7	0.93	7	-10	1	5	-2
Cc1cccc(NCc2ccc(O)c3ncccc23)c1	-37	1	2	0.99	1	-8	1.2	-38	-19
Fc1ccc(C(c2nnnn2Cc2cccs2)N2CCN(C3CCCC3)CC2)cc1 (centres undefined)	-6	4	0	0.92	8	-1	1.1	10	-11
COc1cccc2cc(C(=O)NCCN3CCOCC3)oc12	10	-3	-2	0.9	10	-4	1.2	8	-23
S=c1[nH]nc(-c2ccncc2)n1/N=C/C=C/c1ccccc1	15	-5	-3	1.1	-5	16	1	22	-4
c1cc(CNc2ccc3c(c2)OCCO3)ccn1	5	4	-8	1	0	9	0.86	18	14
CCCc1c(C(=O)NNc2ccc(C)cc2)cnn1-c1ccccc1	9	16	5	1	-1	-23	1	25	-1
COCCNC(=O)c1ccc(NC(C)=O)cc1	5	-10	-10	1	-1	4	1.1	-3	-8
Cc1ccc(C)c(N(C(=O)c2snc(C(N)=O)c2N)C(C(=O)NCC2CCCO2)c2cccs2)c1 (centres undefined)	17	9	3	0.98	2	15	0.95	17	5
Cc1ccc2[nH]c(O)c(N=NC(=O)CCc3ccccc3)c2c1Br	14	26	-13	0.92	8	17	1.2	11	-24
CCOC(=O)c1cnn(-c2ccccc2)c1NC(=O)CSc1nnc(-c2cccs2)n1CC	-11	13	0	1.1	-9	22	1.2	8	-24
O=C(Nc1ccccn1)c1ccc(S(=O)(=O)c2ccc(Cl)cc2)cc1	31	1	-2	0.98	2	20	0.87	35	13
Cc1ccc(C)c(NS(=O)(=O)c2ccc(NC(=O)CSc3ccc(Cl)cc3)cc2)c1	0	4	0	0.97	2	11	0.93	19	7
CC1(C)CC(=O)C(=Cc2cn(-c3ccccc3)nc2-c2ccccc2)C(=O)C1	64*	-5	-1	1.1	-9	15	0.89	54*	12
CCN(CC)c1ccc(/C=N/n2c(C)cc(C)cc2=O)cc1	0	-13	5	0.98	2	19	1.1	19	-11
Cc1ccc2c(c1)N(CCC(=O)NCC1CCCO1)C(=O)CO2 (centres undefined)	-6	1	2	1	-3	11	0.96	2	4
COc1ccccc1OCCNC(=O)c1cc(F)c(F)cc1Cl	12	-10	-5	1.1	-8	12	1.1	17	-7
CCOC(=O)C1CCN(C(=O)CSc2ccc(Br)cc2)CC1	-5	4	-5	0.99	1	20	0.98	27	2
CC1C(=O)CCN(C(C)(C)C)C1C (centres undefined)	2	1	-1	0.94	6	3	0.8	14	20
COc1ccc(CSc2nnc(CNS(C)(=O)=O)o2)cc1	-2	-12	-10	0.89	11	2	0.88	6	12
COC(=O)[C@@]12CCCCN1[C@H](c1ccc(-c3ccc(F)cc3)cc1)[C@@H]1C(=O)N(C)C(=O)[C@@H]12	-8	29	-15	0.94	6	31	0.96	5	4
Cc1ccc(Cl)c(NC(=O)COC(=O)CNS(=O)(=O)/C=C/c2ccccc2)c1Cl	7	10	1	0.99	1	11	0.95	-4	5
Cn1nc(C(F)(F)F)c(-c2ccc(Br)cc2)c1NC(=O)C1CCC1C(=O)O (centres undefined)	-4	-12	-4	1	-2	-3	1.2	8	-15
COc1ccccc1C(OC(=O)c1ccco1)C(=O)NCc1ccc(F)cc1 (centres undefined)	5	5	-7	1.1	-7	-3	1.2	-2	-15
C=CCc1cccc2cc(C(=O)NCc3cccnc3)c(=O)oc12	8	-3	2	0.9	10	4	1	-3	0
C/C(=N/NC(=O)c1cc(C2CC2)[nH]n1)c1cccs1	7	3	6	0.99	1	14	0.92	-16	8
(continued)
SMILES	TIM10 inh	Apaf-1 inh	ATG4B inh	mIAP act	mIAP block	tim10-1 inh	hIAP act	NALP3 yeast inh	hIAP inh
O=C(COc1ccc(Cl)c2cccnc12)N1CCOCC1	0	-15	-1	0.99	1	-4	0.87	5	13
CCOC(=O)/C(=N\Nc1ccccc1Cl)N(C)C1CCS(=O)(=O)C1 (centres undefined)	-22	-9	-6	0.96	4	-44	1	17	-1
Clc1ccc(/C=N/Nc2nc(Cl)nc3ccccc23)cc1	8	11	-4	0.91	9	12	1.1	26	-9
c1ccc2oc(NC3=NCN(C4CCCCC4)CN3)nc2c1	6	2	1	1.1	-11	-2	1.2	18	-15
O=C(c1ccco1)N1CCN(Cc2c(Cl)cccc2Cl)CC1	1	-7	-1	0.96	4	13	1.2	29	-21
CC(=O)C1=C(O)C(=O)N(c2ccc(S(=O)(=O)Nc3nccs3)cc2)C1c1ccc(F)cc1 (centres undefined)	-1	5	-2	0.97	3	-8	1	11	-1
O=C(CN1N=C(c2ccccc2)CCC1=O)NCc1cccs1	6	-16	3	1	-1	7	0.91	2	9
C/C(CC1CC(C)(C)OC1=O)=N\NC(N)=S (centres undefined)	5	-12	-3	0.99	1	0	1	11	-1
C=CCNC(=S)NCc1ccccc1OC	13	-13	10	1	0	12	0.98	23	2
O=C(N/C(=C\c1ccccc1)C(=O)N1CCOCC1)c1ccccc1Br	-1	1	-8	0.98	2	-3	1.3	14	-32
Cc1ccc(S(=O)(=O)N2CCC[C@H]2C(=O)OCC(=O)Nc2ccc3c(c2)OCO3)cc1	-3	4	-9	1	-1	-8	1.1	18	-11
COc1ccccc1CNC(=O)N/C=C/c1ccc(Cl)cc1	-14	2	1	1.2	-21	-12	1.1	24	-5

Single records, from the list above. Order of screens: TIM10 inh | Apaf-1 inh | ATG4B inh | mIAP act | mIAP block | tim10-1 inh | hIAP act | NALP3 yeast inh | hIAP inh
Clc1ccc(/C=N/Nc2nc(Cl)nc3ccccc23)cc1 reads 8 | 11 | -4 | 0.91 | 9 | 12 | 1.1 | 26 | -9
O=C(N/C(=C\c1ccccc1)C(=O)N1CCOCC1)c1ccccc1Br reads -1 | 1 | -8 | 0.98 | 2 | -3 | 1.3 | 14 | -32
O=C(COc1ccc(Cl)c2cccnc12)N1CCOCC1 reads 0 | -15 | -1 | 0.99 | 1 | -4 | 0.87 | 5 | 13
C=CCNC(=S)NCc1ccccc1OC reads 13 | -13 | 10 | 1 | 0 | 12 | 0.98 | 23 | 2
c1ccc2oc(NC3=NCN(C4CCCCC4)CN3)nc2c1 reads 6 | 2 | 1 | 1.1 | -11 | -2 | 1.2 | 18 | -15

2 entries from above, with bars between the fields:
compound | TIM10 inh | Apaf-1 inh | ATG4B inh | mIAP act | mIAP block | tim10-1 inh | hIAP act | NALP3 yeast inh | hIAP inh
Cc1ccc(S(=O)(=O)N2CCC[C@H]2C(=O)OCC(=O)Nc2ccc3c(c2)OCO3)cc1 | -3 | 4 | -9 | 1 | -1 | -8 | 1.1 | 18 | -11
c1ccc2oc(NC3=NCN(C4CCCCC4)CN3)nc2c1 | 6 | 2 | 1 | 1.1 | -11 | -2 | 1.2 | 18 | -15

Bioassay records from PubChem BioAssay.
